Screening data: PubChem, Small Molecule Screening Facility, UW Madison
RMI-FANCM inh = RMI-FANCM interaction inhibition; Fluorescence polarization, RMI core complex with F-MM2 peptide; stronger effect = lower value; FP signal (polarization) at 33 µM; 0.58% of 70,000 active; AID 1159607; in the data active = FP signal below about 40; also: inactives centre near 61; strong numbers were not always called active; unit not given here
An asterisk follows results filed as active; & = joins results of further samples.

Sample of the layout (5 entries):
mol	RMI-FANCM inh
O=C(CCC1CCCCC1)NCCn1ncc2c(=O)n(Cc3ccccc3)cnc21	66
O=C(NCCOc1ccccc1)C1c2ccccc2Oc2ccccc21	65
NC(=O)C1CCN(c2nc3ccccn3c(=O)c2C=O)CC1	60
CSc1ccccc1NC(=O)C(=O)NCCc1c[nH]c2ccccc12	62
Cc1nnsc1C(=O)Nc1nc2ccc(Cl)cc2s1	57

The listing, from the start:
mol	RMI-FANCM inh
O=C(CCC1CCCCC1)NCCn1ncc2c(=O)n(Cc3ccccc3)cnc21	66
O=C(NCCOc1ccccc1)C1c2ccccc2Oc2ccccc21	65
NC(=O)C1CCN(c2nc3ccccn3c(=O)c2C=O)CC1	60
CSc1ccccc1NC(=O)C(=O)NCCc1c[nH]c2ccccc12	62
Cc1nnsc1C(=O)Nc1nc2ccc(Cl)cc2s1	57
Cn1nc(C(C)(C)C)cc1C(=O)Nc1ccc(S(N)(=O)=O)cc1	59
COc1cn(CC(=O)Nc2ccc([N+](=O)[O-])cc2)c(CSc2ccc(Cl)cc2)cc1=O	56
Clc1ccc(OCc2ccsc2Cn2cccc2)cc1	58
CCC(C)NC(=O)Cc1csc(SCC(=O)c2cccs2)n1 (stereo not given)	69
COc1ccc(CCC(=O)c2ccc(OC)cc2OC)cc1	52
Cc1cc(C)c(C)c(S(=O)(=O)NCC(=O)NCCc2ccccc2)c1C	73
O=C(/C=C/c1ccc([N+](=O)[O-])cc1)N1CCc2cc(S(=O)(=O)NC3CCCC3)ccc21	69
COC(=O)c1ccccc1OC1OC(CO)C(O)C(O)C1O (stereo not given)	61
O=c1[nH]nc(C2CC2)c2cnn(-c3ccc(F)cc3)c12	69
COc1ccccc1-n1ncc2c(C)nnc(SC)c21	62
O=C(Cc1csc(Nc2cccc(C(F)(F)F)c2)n1)Nc1cccnc1	64
CCc1nnc(C2CCN(C(=O)C(C)(C)C)CC2)s1	60
CCCCn1c(SCC(=O)N2CCCCC2)nc2c(-c3ccccc3)c[nH]c2c1=O	130
O=C(Cc1csc(Nc2cccc(C(F)(F)F)c2)n1)NCc1ccncc1	41
CS(=O)(=O)NCCOc1ccc2c(c1)OCO2	62
CSc1cc(-c2ccc(Cl)cc2)nc(-c2ccco2)c1	62
O=C(Nc1cc(Cl)ccc1Cl)N1CCN(c2ccc3nncn3n2)CC1	73
COc1cc(NC(=O)Nc2ccc(Cl)cc2)c(-n2c(C)ccc2C)cc1OC	52
COc1ccc(NC(=O)c2ccc(=O)n(Cc3ccccc3F)c2)cc1OC	50
CCOC(=O)c1cc(OC)ccc1C#N	55
Cc1ccc(N/N=C(\C#N)C(=O)C2CC2)cc1	49
O=C(CSc1nnc2scc(-c3ccc(Cl)cc3)n12)N1CCCCCC1	74
CCOc1ccccc1NC(=O)C(C)Oc1cccc(Br)c1 (stereo not given)	68
COC(=O)c1cnc(Sc2ccccc2NC(=O)c2cccs2)c([N+](=O)[O-])c1	54
Cc1nn(-c2ccccc2)nc1C(=O)NCC1CC1	56&55
O=c1c2ccccc2c2cc3nc4ccccc4c(=O)n3c3cccc1c23	70
Cc1nnc2ccc(-c3cccc(NC(=O)c4cc(Cl)ccc4Cl)c3)nn12	71
COc1ccc(NC(=O)CSc2nnnn2-c2cccc(C)c2C)cc1OC	83
O=C(NNC(=O)c1cccs1)c1ccc2ncccc2c1	63
CCC[C@@H]1C[C@@H](C(=O)NC(C(C)Cl)C2O[C@H](SC)[C@H](O)[C@@H](O)[C@H]2O)N(C)C1 (stereo not given in full)	60
NC1CS(=O)(=O)CC1Cl (stereo not given)	59
COC(=O)c1ccc(/C=C/C(=O)c2ccco2)cc1	63
CC(C)C(NC(=O)c1ccccc1F)c1nc2ccccc2[nH]1 (stereo not given)	67
Cc1cc(C)nc(NS(=O)(=O)c2ccc(NS(=O)(=O)c3ccc(C)c(Cl)c3)cc2)n1	59
COc1ccc(S(=O)(=O)NCCN2CCOC(c3ccccc3)C2)cc1Cl (stereo not given)	77
O=C(O)c1ccn[nH]1	60
COc1ccc2nc(-c3ccc(NC(=O)C4CC4)cc3)cn2n1	74
C[C@]12C=CC(=O)C=C1CC[C@@H]1[C@@H]2[C@@H](O)C[C@@]2(C)[C@H]1CC[C@]2(O)C(=O)CO	53&67
Cc1ccccc1Cn1cc(C)c(=O)[nH]c1=O	52
O=S(=O)(Nc1ccc(Cl)cc1OC(F)(F)F)C(F)(F)F	49
COc1ccc(C(=O)N2CCC(C(=O)O)CC2)cc1OC	54
O=C(NCCc1csc(-c2ccc(F)cc2)n1)c1cc(Cl)ccc1[N+](=O)[O-]	50
Nc1ccc(S(=O)(=O)NC(=O)c2ccccc2)cc1	62&54
O=C(CSc1ccc(-c2ccncc2)nn1)NCc1ccccc1Cl	57
O=C(Nc1nc(-c2ccccn2)cs1)c1ccccc1Br	67
CCSc1nnc(NC(=O)CCn2cnc3c(cnn3-c3ccc(F)cc3)c2=O)s1	70
O=C(NCc1n[nH]c(=S)n1-c1ccccc1Cl)c1cccc2ccccc12	63
O=C(NNC(=O)c1cccn(Cc2ccc(F)cc2)c1=O)c1ccc(F)cc1F	60
O=C(CCn1cnc2c([nH]c3ccccc32)c1=O)N1CCN(c2ccc(Cl)cc2)CC1	62
COc1ccc(-n2nnc(C(=O)OCc3ccccc3Cl)c2C)cc1	63
CS(=O)(=O)N(c1ccc([N+](=O)[O-])cc1)S(C)(=O)=O	70
CN(/C=C/c1nnnn1-c1ccc(Cl)cc1)CCN(C)/C=C/c1nnnn1-c1ccc(Cl)cc1	57
Fc1ccc(C2NCCc3c2[nH]c2ccccc32)cc1 (stereo not given)	48
COc1cc2c(cc1OC)CN(C(=O)CSc1nc3[nH]ncc3c(=O)n1-c1ccccc1)CC2	76
O=S(=O)(CCCOc1ccc(F)cc1)NCc1cccs1	66

(cont.)
mol	RMI-FANCM inh
CCN(CC)c1ccc(N2C(=O)/C(=C/c3ccccc3[N+](=O)[O-])SC2=S)cc1	54
COc1ccc(-c2ccc(=O)n(Cc3nc(-c4ccccc4Cl)no3)n2)cc1	72
CCOc1cc(C)c(C)cc1S(=O)(=O)NCCCn1ccnc1	77
CN(CC1CCCO1)S(=O)(=O)c1ccc(C(=O)Nc2ccccc2-c2nc3ccccc3[nH]2)cc1 (stereo not given)	61
CCOC(=O)c1ccc(N2C(=S)N(c3ccccc3)C3CS(=O)(=O)CC32)cc1 (stereo not given)	61
CCOC(=O)N1CCc2c(sc(NC(=O)c3ccccc3Cl)c2C(N)=O)C1	68
C=C(C)Cn1c(SCc2cc(=O)[nH][nH]2)nc2sc3c(c2c1=O)CCCC3	59
C=CCn1c(Cc2csc(N)n2)n[nH]c1=S	89
CSc1ccccc1C(=O)N(CCN1CCOCC1)c1nc2c(F)cccc2s1	57
Fc1ccc(NC(=S)N2CCN(c3ncnc4sccc34)CC2)c(F)c1	59
O=C(CSc1nc2ccccc2o1)N1CCC(n2cccc2)CC1	55
Cc1ccc(-c2csc(NC(=O)CSc3nnc(Cc4ccccc4)n3N)n2)cc1	143
COc1ccc(CNC(=O)c2nnn(Cc3ccccc3Cl)c2N)cc1	52
O=C(O)CSc1c[nH]c2ccccc12	72
O=S(=O)(NCC1CCCO1)c1ccc(Cl)c(C(F)(F)F)c1 (stereo not given)	77
CCNC(=O)C(=O)NCC(c1cccn1C)N1CCCC1 (stereo not given)	66
COc1ccc(OC)c2c1sc(=NC(=O)c1ccnn1C)n2C	77
CCNc1nc(NCC)n2c(SCC(=O)Nc3ccccc3CC)nnc2n1	54
Cc1ccc(C)c2[nH]c(=O)c(CCNC(=S)Nc3cccc(C(F)(F)F)c3)cc12	74
Cc1ccc(NC(=O)c2ccncc2)c(C(=O)O)c1	83

In another format: results already given.
> CN(/C=C/c1nnnn1-c1ccc(Cl)cc1)CCN(C)/C=C/c1nnnn1-c1ccc(Cl)cc1
  RMI-FANCM inh = 57

> Fc1ccc(C2NCCc3c2[nH]c2ccccc32)cc1 (stereo not given)
  RMI-FANCM inh = 48

> COc1cc2c(cc1OC)CN(C(=O)CSc1nc3[nH]ncc3c(=O)n1-c1ccccc1)CC2
  RMI-FANCM inh = 76

> O=S(=O)(CCCOc1ccc(F)cc1)NCc1cccs1
  RMI-FANCM inh = 66

(further entries)
structure | RMI-FANCM inh
O=C(Nc1nc(-c2nc3ccccc3s2)cs1)c1ccc([N+](=O)[O-])o1 | 58
CCOC(=O)c1ccccc1NC(=O)CSc1nn2c(=O)c(-c3ccc(OC)cc3)nnc2s1 | 55
CCOc1ccccc1NC(=O)Cc1csc(Nc2cccc(Cl)c2)n1 | 80
Cc1ccc(-c2ccc(=O)n(CC(=O)Nc3ccc(F)cc3)n2)c(C)c1 | 55
COc1ccc(/C=C/C(=O)n2nc(-c3ccc(OC)cc3)nc2SCC(=O)c2ccc(Cl)cc2)cc1 | 56
Nc1[nH]c(=O)ncc1F | 51&60
COC(=O)c1c(-c2ccco2)csc1N | 67
O=C(CSc1nncc(=O)[nH]1)Nc1cccc([N+](=O)[O-])c1 | 57
c1cnc2c(c1)nnn2C1CC1 | 56
CCOC(=O)/C=C1\NC(=O)CS1 | 55
O=C(NCCc1csc(-c2ccccc2)n1)c1cccc([N+](=O)[O-])c1 | 56
COc1cccc(C(=O)Nc2nc3c(OC)ccc(OC)c3s2)c1OC | 54
Cn1cccc(C(=O)N2CCC(c3nnc(-c4ccco4)o3)CC2)c1=O | 60
CC(=O)CC(=O)Nc1nccs1 | 52
CC(C)(CO)NC(=O)C(=O)NC1CC1 | 55

Some values from the results shown:
Result for CSc1cc(-c2ccc(Cl)cc2)nc(-c2ccco2)c1 under RMI-FANCM inh: 62
Result for COc1ccc(NC(=O)c2ccc(=O)n(Cc3ccccc3F)c2)cc1OC under RMI-FANCM inh: 50

(listing goes on)
structure | RMI-FANCM inh
CC(=O)c1ccc(C(=O)Nc2nc(-c3ccc(C(C)C)cc3)cs2)cc1 | 68
COc1ccc(OC)c(S(=O)(=O)NCCc2cn3ccc(C)cc3n2)c1 | 59
Cc1onc(-c2c(F)cccc2Cl)c1C(=O)N[C@@H]1C(=O)N2C(C(=O)O)C(C)(C)S[C@H]12 (stereo not given in full) | 50
CN1CCN(C(CNC(=O)NC2CCCCC2)c2ccc3c(c2)CCN3C)CC1 (stereo not given) | 63
CCOc1ccc(-c2cc(C(=O)N/N=C(/C)c3ccc(Br)cc3)[nH]n2)cc1 | 88
COc1ccc(N2CCN(CCNC(=O)c3cccc(C(F)(F)F)c3)CC2)cc1 | 66
O=C(C(=O)N1CCN(Cc2ccc3c(c2)OCO3)CC1)c1cn(CC(=O)N2CCCC2)c2ccccc12 | 67&68
O=C(Nc1ccc2c(c1)CN(C(=O)c1ccccc1)CC2)c1cccs1 | 65
CSC(=NCCSCc1c(Cl)cccc1Cl)NC#N | 58
C#CCn1c(=NC(=O)c2ccn(C)n2)sc2cc(Cl)ccc21 | 52
CCN1C(=O)Cc2cc(NC(=O)Cc3ccc(OC)cc3)ccc21 | 66
CC1CCc2c(sc(N)c2-c2nc3ccccc3s2)C1 (stereo not given) | 66
O=C(Nc1ncc(Cc2cccc([N+](=O)[O-])c2)s1)C1CC1 | 57
COc1ccc(CCC(=O)Nc2c(C)nc3sccn3c2=O)cc1 | 64
O=C(COc1ccc(Cl)cc1)NCCCS(=O)(=O)N1CCN(c2ccccn2)CC1 | 61
COC(=O)NC(=O)c1c(NC(=O)c2sc3ccccc3c2Cl)sc(C)c1C | 62
Cc1cc(SCC(N)=O)nc(=O)[nH]1 | 39
Cc1ccc(N2CCn3c(SCC(=O)NCc4ccco4)nnc32)cc1 | 56
CC1(C)C(=O)NCCN1C(=O)c1nc2ccccc2s1 | 55
CCOC(=O)Cc1csc(NC(=O)Cc2csc(Nc3cccc(Cl)c3)n2)n1 | 73
COc1ccccc1CCNC(=O)CSc1ccc(-c2ccc3c(c2)OCO3)nn1 | 57
N#Cc1ccc(C(=O)CSc2n[nH]c(=O)n2-c2ccc(OCc3ccccc3)cc2)cc1 | 86&54
CCOC(=O)C(=CNc1ccccc1-c1nnc(-c2ccc(Cl)cc2)o1)C(=O)OCC | 54&54
Cc1ccc(N2CCN(C(=O)N3CCOCC3)CC2)cc1Cl | 66
Fc1cccc(-c2nnn3c2nc(NCc2ccc4c(c2)OCO4)c2ccccc23)c1 | 84
COc1cccc(NC(=O)CSc2nc(CC(=O)NC3CCCCCC3)cs2)c1 | 60
CC(=O)c1c(Nc2ccccc2C)oc(C)cc1=O | 60
COc1ccc(-n2c(SCc3ccccn3)nc3c([nH]c4ccccc43)c2=O)cc1OC | 71
C=CCn1c(COc2ccc(Cl)c3cccnc23)nnc1SCC(=O)c1ccccc1 | 69
CC(C)c1ccc(CNC(=O)c2sccc2S(=O)(=O)N2CCN(c3ccccc3)CC2)cc1 | 70
O=C(c1ccccc1)N1CCC(c2nnc(-c3ccco3)s2)CC1 | 61
CCOc1ccc(-c2cn3c(CC(=O)NCCCN4CCCC4=O)csc3n2)cc1 | 59
O=C(NCC1COC2(CCCCC2)O1)c1ccc(F)c(F)c1 (stereo not given) | 51
O=C(Nc1ccc2c(c1)N(C(=O)C1CCCC1)CC2)c1cccs1 | 65
Cc1ccc(S(=O)(=O)Nc2c(C)n(C)n(-c3ccccc3)c2=O)cc1 | 51
O=C(Nc1cnc2ccccc2c1)C1CCN(c2ccc(-c3ccco3)nn2)CC1 | 26*
Cc1nc2cc(NC(=O)c3ccc(S(=O)(=O)N(C)CC4CCCO4)cc3)ccc2s1 (stereo not given) | 58
COc1ccc(/C=C/C(=O)NCCSc2c(-c3ccc(Cl)cc3)[nH]c3ccccc23)cc1OC | 65
Cc1ccc(F)cc1NC(=O)Cn1c(C)nc2c(sc3ccccc32)c1=O | 116
CC(C)(C)c1cc(N)ncn1 | 62
COc1ccc(/C(C)=N\OC(=O)c2cc(OC)c(OC)c(OC)c2)cc1CSc1ccccn1 | 54

Only part of the results is shown; the hit share may differ from the screen's.
